Compound activity from PubChem.
TLR9-MyD88 block: TLR9-MyD88 interaction inhibition | CHO BLA complementation TLR9-MyD88, CCF4 FRET ratio | inhibition, % at 4.98 µM | hit rate 0.21% among 340,000 | AID 504734;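 active = inhibition above the mean over all tested compounds plus 3 SD, cut at about 21% in these data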;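 note: 0% = DMSO only wells and 100% = clavulanate BLA inhibitor control wells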
SRC3 inh: inhibits human SRC3 coactivator | Q9Y6Q9 | HEK293 GAL4-SRC3 luciferase reporter, luminescence | inhibition, % at 3.6 µM | hit rate 0.17% among 360,000;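 active = inhibition above a per-campaign cutoff, the mean of all compounds plus 3 SD, cut at about 60% in these data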;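 note: 0% = DMSO-treated cells and 100% = gossypol-treated cells at 36 µM; higher means less SRC3-driven luciferase light from the GAL4 reporter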
NR2F2 inh: inhibitors of human COUP-TFII (NR2F2) | AID 686940 | HEK293T NGFI-A luciferase reporter, luminescence | P24468 | hit rate 0.7% among 370,000 | inhibition, % at 8.6 µM;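 active = inhibition above a per-plate cutoff, mean inhibition of test wells between control levels plus 3 SD, cut at about 38% in these data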;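 note: cells cotransfected with COUP-TFII expression vector driving the NGFI-A reporter; 0% = median of COUP-TF2 test wells and 100% = reporter-only cells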
LRH-1 inv ag: NR5A2 inverse agonism in reporter assay. O00482. HEK293T StAR-luciferase reporter, LRH-1 transfected, 24 h. inhibition, % at 3.6 µM. hit rate 0.13% among 360,000;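 active = inhibition above the mean inhibition of all tested compounds plus 3 SD, cut at about 73% in these data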;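 note: 0% = DMSO wells and 100% = reporter-only cells lacking LRH-1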
TROY NFkB inh: inhibitors of TROY-dependent NF-kB signaling; hit rate 0.98% among 360,000; inhibition, % at 10 µM; Q293 LMP1-TROYcd NF-kB luciferase reporter, 4 h;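 active = compounds whose plate-normalised and pattern-corrected inhibition of the luciferase reporter signal at the single screening dose is 50% or more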
Exocytosis inh: blocks lytic granule exocytosis. AID 651702. inhibition, % at 10 µM. hit rate 0.66% among 360,000. TALL-104 LAMP-1 surface exposure, flow cytometry; cells stimulated with thapsigargin and PMA;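 active = inhibition above about 55%, limit read from the data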
TWEAK Fn14 block: blocks TWEAK-Fn14 interaction in a reporter cell assay; TWEAK-stimulated Fn14 reporter cells, luciferase luminescence, 8 h; inhibition, % at 10 µM; hit rate 2% among 360,000; AID 1159606; in the data active = inhibition above about 50%
SRC2 inh: human SRC2 (NCOA2) inhibition; Q15596; HEK293 GAL4-SRC2 luciferase reporter, luminescence; inhibition, % at 9 µM; hit rate 0.17% among 370,000; AID 651957;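 active = inhibition above the mean inhibition of all tested compounds plus 3 SD, set per campaign, cut at about 52% in these data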;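 note: 0% = DMSO treated cells and 100% = cells given Gossypol at 36 µM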
ABHD5 PLIN5 PPI: blocks binding of human ABHD5 to perilipin-5. Q00G26+Q8WTS1. Split G. princeps luciferase complementation, luminescence, 4 h. inhibition, % at 4 µM. hit rate 0.78% among 360,000;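 active = inhibition above the mean inhibition across every tested compound plus 3 SD, cut at about 22% in these data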;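 note: 0% = DMSO only wells and the 100% control is not disclosed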
NOD2 RIPK2 PPI: NOD2-RIPK2 protein interaction inhibition. CHO BLA complementation NOD2-RIPK2, CCF4 ratio. inhibition, % at 4.98 µM. hit rate 0.38% among 360,000. AID 624267; in the data active = inhibition above about 21%;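 note: 0% = vehicle only and 100% = reference blocker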
NCOA1 inh: human NCOA1 inhibition | inhibition, % at 3.6 µM | HEK293 GAL4-SRC1 luciferase reporter, luminescence | AID 588354 | hit rate 0.12% among 360,000;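 active = inhibition above the campaign mean plus 3 SD, with each screening campaign given its own cutoff, cut at about 60% in these data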;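 note: 0% = DMSO treated cells and 100% = gossypol at 36 µM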
Starred values were filed as active, the others as inactive; . = not tested or not shown. Only part of the results is shown; the hit share may differ from the screen's.

SMILES	TLR9-MyD88 block	SRC3 inh	NR2F2 inh	LRH-1 inv ag	TROY NFkB inh	Exocytosis inh	TWEAK Fn14 block	SRC2 inh	ABHD5 PLIN5 PPI	NOD2 RIPK2 PPI	NCOA1 inh
CCc1ccc(CN2CCC(CO)(CC3CCCCO3)CC2)o1 (stereo not given)	-7.8	2.7	3.4	5.0	-7.3	-2.9	-11.8	-9.4	0.0	5.7	14.9
O=C(Nc1ccc(F)cc1F)N1CCCN(c2ccc([N+](=O)[O-])cn2)CC1	-0.2	20.2	12.7	7.0	16.9	-1.0	-16.1	-29.8	1.9	-0.6	7.8
CCN(CC(=O)Nc1c(F)cccc1F)C(=O)/C=C/c1cn(Cc2ccccc2)nc1-c1cccnc1	-5.7	-10.5	-9.8	2.6	0.6	5.7	-10.1	-16.7	9.2	1.0	-26.8
Cc1cc(NC(=O)C2CC(=O)OC2c2ccccc2)no1 (stereo not given)	1.4	4.3	-2.9	17.6	-3.0	-0.8	-3.9	5.3	0.9	-4.8	-2.3
Cc1cc(NC(=O)CSc2nnc3c(C)cc4ccccc4n23)no1	-4.6	-9.9	1.4	7.1	4.7	-2.0	-11.8	-9.3	3.7	-3.4	-17.1
COc1ccc(N2CC(C(=O)Nc3ccc(S(=O)(=O)Nc4nccs4)cc3)CC2=O)cc1 (stereo not given)	1.9	4.3	7.2	-7.9	5.4	-1.6	-28.0	19.1	1.7	-10.6	2.0
CCCCCCCNC(=O)C1(CC2CC(c3ccc(Cl)cc3)=NO2)CCN(C(=O)Cc2ccc(F)cc2)CC1 (stereo not given)	6.0	8.6	11.6	17.2	-6.5	-10.2	9.4	10.5	6.1	-7.8	-6.0
O=c1nc(-c2ccccc2)n(-c2ccccc2)c2ncccc12	6.6	-1.1	-6.6	0.2	-3.8	5.3	-0.8	11.3	-1.8	-5.6	-24.5
CCc1cc(=O)[nH]c(SCC(=O)N2CCCC2)n1	-6.5	7.7	16.1	8.6	1.0	1.0	19.2	-23.9	-1.3	-0.6	5.0
COc1ccc(C(C(=O)NC2CCCC2)n2c(C3CCN(C(C)=O)CC3)nc3ccccc32)cc1 (stereo not given)	.	.	-48.8	-65.7	.	14.5	.	-21.2	1.6	-11.0	.
Cc1cccc(NCC(=O)N/N=C\c2cccc(Oc3ccccc3)c2)c1	-1.7	9.5	9.5	17.2	7.0	5.4	46.3	-23.6	-6.2	4.5	3.9
CN(C(=O)CSc1nc2c(c(=O)[nH]1)CCCC2)C1CCCCC1	-7.9	17.1	-29.3	-10.3	10.1	-4.4	16.1	-10.3	0.7	-8.7	-12.7
CN1CCN(NC(=O)c2ccc(Br)c(S(=O)(=O)N3CCOCC3)c2)CC1	-0.8	10.8	-10.3	0.2	-50.9	-2.2	-0.3	-31.3	2.3	-2.6	-2.0
O=C1c2cccc3cccc(c23)C(=O)N1c1nccs1	5.6	7.7	-17.9	10.9	-21.9	-1.1	5.0	-3.2	7.8	-15.7	4.9
Cc1c(C)n(Cc2ccccc2)c2ncnc(NCCN(C)C)c12	-3.1	-1.9	-5.8	8.1	-2.9	31.0	14.6	11.6	-1.0	2.7	-30.6
O=C(CSc1nc2ccccc2o1)N1CCN(C(=O)c2ccco2)CC1	6.4	15.0	10.1	37.7	6.2	2.0	-1.9	-5.5	-5.3	1.1	-11.4
O=C(NCCc1ccccc1)C(=O)c1c(-c2ccccc2)[nH]c2ccccc12	-5.0	5.8	8.7	3.4	3.6	-7.7	0.3	11.4	-8.3	-4.8	-5.3
COc1ccc(S(=O)(=O)N2CCN(CC(=O)Nc3ccc(F)c(F)c3)CC2)cc1	-0.9	-9.7	-10.1	2.3	-14.6	-1.3	-11.4	0.8	-6.3	1.1	-6.0
CCN(CC)C(=O)c1ccc(CS(=O)(=O)Cc2ccccc2)cc1	-8.6	-5.8	-23.2	-1.3	4.8	-9.7	6.0	-6.8	-0.6	6.2	-28.1
CCOC(=O)c1c(S(=O)(=O)NCC(=O)N2CCN(c3ccccc3OC)CC2)c(C)n(C)c1C	-13.1	7.0	-1.7	-0.4	0.6	5.1	-7.2	24.1	-0.9	9.3	18.4
Cc1onc(-c2c(Cl)cccc2Cl)c1C(=O)O/N=C(\C#N)c1ccccc1	-7.9	4.2	-8.4	-1.6	-16.4	1.8	7.1	-24.6	0.2	3.1	-4.6
O=C(Nc1nnc(S(=O)(=O)N2CCOCC2)s1)c1ccccc1Cl	2.1	11.8	8.3	11.0	-7.4	0.8	-1.6	8.0	-4.7	7.2	20.6
CCOC(=O)C1(C)CCCN1C(=O)c1ccc(C(=O)OC)cc1 (stereo not given)	.	-7.3	10.9	14.1	8.3	4.7	-0.2	1.5	-1.4	-3.5	-12.3
Cn1c(=O)c2c(ncn2CCc2ccccc2)n(C)c1=O	-3.9	-0.4	3.2	-5.6	11.3	-10.3	1.6	-7.0	6.2	3.1	13.5
Cc1c(-c2n[nH]c(=S)n2-c2ccc(Br)cc2)nnn1-c1ccc(Cl)cc1	-1.6	13.0	5.2	-11.9	-4.6	2.6	-6.0	-7.4	-15.4	-10.5	9.7
Cc1ccc(S(=O)(=O)NC(=O)C2(C)CCN2C(=O)C2(c3ccc(Cl)cc3)CCC2)nc1 (stereo not given)	.	-15.0	9.3	-5.5	-8.2	11.3	-14.2	-3.4	-5.6	-0.3	-0.3
COc1ccc(-c2ccc(SCC(=O)NCc3ccco3)nn2)cc1OC	-9.3	-6.6	-6.0	8.7	-2.2	0.7	11.0	-48.2	6.5	-8.2	-11.0
CCOC(=O)N1CCN(C(=O)CN(C)S(=O)(=O)c2ccc3c(c2)C(C)(C)C(=O)N3C)CC1	2.9	2.5	5.0	3.6	-0.5	-2.7	0.3	-17.5	-1.9	-5.8	3.0
Cc1ccc(NC(=S)NNc2ncc(C(F)(F)F)cc2Cl)c(C)c1	-5.9	-3.0	18.3	-9.0	21.1	-0.5	8.9	7.3	-2.3	-0.9	2.0
Cc1cnc(NC(=O)c2ccc(Cl)nc2)s1	-0.4	-123.7	-66.5	-94.7	-22.9	-4.3	29.4	-67.7	-0.9	1.6	-97.4
CCN1N=C(C)C=C(c2ccccc2)n2c1nc1ccccc12	5.4	6.4	13.7	11.1	-1.8	0.0	6.8	2.2	-2.5	-5.4	5.6
CCOc1ccc(C(=O)CSCCC(=O)O)cc1	-6.1	22.7	55.7*	5.3	21.9	-5.1	49.2	54.6*	-2.2	1.5	13.0
Cn1c(=O)oc2cc(S(=O)(=O)NCc3cccnc3)ccc21	1.5	-0.3	-16.9	7.8	-10.1	-0.5	-7.0	-17.9	2.7	-9.7	2.4
COc1ccc(/C=N/n2cnnc2)cc1COc1ccccn1	-6.7	6.3	12.4	-8.8	11.6	-1.8	-0.9	16.0	-7.2	1.0	1.6
COC(=O)CCC(=O)OC1(C)C(=O)C=C2C=C(C3CC3)N(CCCCO)C=C2C1=O (stereo not given)	-6.9	0.5	-12.1	-21.6	-2.6	-15.8	-3.6	-8.3	-26.0	-8.7	2.5
CN=C(C)c1c(O)c2ccccc2oc1=O	4.6	13.2	-5.4	7.1	-19.5	0.6	-3.0	-7.0	6.8	1.9	-1.4
FC(F)(F)c1cccc(Cc2noc(CN3CCC(N4CCCCC4)CC3)n2)c1	3.5	19.2	-9.6	1.6	-7.1	-1.1	-1.9	-3.9	-5.1	-0.6	3.0
Cn1c(N2C(=O)CC(Cc3ccccc3)C2=O)nc2ccccc21 (stereo not given)	0.0	-2.8	0.9	8.2	5.9	0.9	-8.4	-4.0	-4.2	2.4	17.4
CC1CCN(CCC(=O)Nc2ccc(Cl)cc2)CC1	-3.4	23.5	5.4	1.2	-9.5	9.0	3.5	-5.1	2.7	-4.2	7.6
CC1CCC2(CC1)NC(=O)N(CC(=O)NCCc1ccc(F)cc1)C2=O (stereo not given)	2.8	24.7	-14.7	-10.4	-7.6	3.9	5.7	30.3	8.2	-13.8	-0.2
CN1C(=O)CSC1=NC12CC3CC(CC(C3)C1)C2	4.2	6.0	-43.8	-2.5	8.6	-0.3	6.4	-8.9	-12.3	-2.3	12.4
COC(=O)/C=C1\OCc2cccc(C)c21	.	.	10.1	-6.9	.	-1.6	.	-1.0	4.8	-3.8	.
Cn1c(=O)[nH]c(=O)c2c1nc(Br)n2Cc1ccc(Cl)cc1	0.6	3.7	-3.7	-15.5	-13.4	-15.9	-15.8	-8.7	-1.3	1.0	5.7
COc1ccccc1C(=O)N/C(=C\c1ccc(Br)cc1)C(=O)NCCCO	-1.0	7.8	11.8	12.3	10.3	-2.6	-6.2	-15.7	2.6	-16.4	-13.2
O=C(O)c1ccc(CN2C(=O)c3ccc(C(=O)O)cc3C2=O)cc1	1.6	4.9	-0.2	-26.2	3.0	-5.6	2.9	5.7	11.0	-3.5	12.4
CCN(C[C@H]1N[C@@](Cc2ccccc2)(C(=O)OC)[C@H]2C(=O)N(C)C(=O)[C@@H]12)C(=O)C1CCCCC1	1.1	-4.2	-9.8	4.9	0.0	0.6	-2.5	-13.7	-6.1	-12.5	-6.1
Oc1ccc(/C=N/Nc2ccc(Cl)nn2)cc1O	-5.9	-40.9	-55.2	-27.6	-73.9	7.4	-39.3	-1.7	3.1	-3.2	-29.3
CC(C)C(NC(=O)CC12CC3CC(CC(C3)C1)C2)C(=O)O (stereo not given)	-5.7	5.2	-2.6	-9.3	-9.3	0.0	23.1	16.6	9.4	-8.6	15.2

Shown as a hit in NR2F2 inh, of those listed so far:
mol | TLR9-MyD88 block | SRC3 inh | NR2F2 inh | LRH-1 inv ag | Exocytosis inh | TWEAK Fn14 block | SRC2 inh | ABHD5 PLIN5 PPI | NOD2 RIPK2 PPI | NCOA1 inh
CCOc1ccc(C(=O)CSCCC(=O)O)cc1 | -6.1 | 22.7 | 55.7* | 5.3 | -5.1 | 49.2 | 54.6* | -2.2 | 1.5 | 13.0

(more compounds)
SMILES	TLR9-MyD88 block	SRC3 inh	NR2F2 inh	LRH-1 inv ag	TROY NFkB inh	Exocytosis inh	TWEAK Fn14 block	SRC2 inh	ABHD5 PLIN5 PPI	NOD2 RIPK2 PPI	NCOA1 inh
CC1CCCCN1C(=S)NC(=O)c1cccs1 (stereo not given)	-5.7	12.1	9.2	16.5	26.2	9.3	37.8	-15.6	-7.1	6.5	13.2
CC(=O)Nc1ccc(NC(=O)c2ccc(Cl)nc2)cc1	-2.2	-8.2	5.9	-14.4	-3.1	-2.7	-8.5	-21.1	-1.9	-5.4	-5.6
Nc1c(C(=O)NCc2ccc(F)cc2)c2nc3ccccc3nc2n1CCCN1CCOCC1	-6.1	10.0	-24.7	36.9	-0.8	61.8*	25.3	-1.5	12.5	-8.9	3.3
CC1CN(C(=O)c2cccs2)CCN1C(=O)c1cccs1 (stereo not given)	3.9	18.1	-1.6	6.1	-9.8	-2.1	-8.4	-16.9	1.6	8.4	-8.4
CCN(CC(=O)Nc1ccccc1OC)CC(=O)Nc1sccc1C#N	10.4	2.8	8.5	-3.2	1.4	6.6	-4.7	-2.3	-7.2	1.9	5.6
S=C1NC2CCCCC2N1 (stereo not given)	-7.7	17.8	1.8	-0.2	-18.6	-2.7	-12.9	22.4	-9.3	-0.8	-0.5
N#Cc1ccc(Nc2nc(-c3ccccc3)c(C(=O)c3ccccc3)s2)cc1	.	-24.1	0.3	-1.6	-5.3	6.2	-3.0	-19.5	3.8	-5.1	9.9
